NPC1 prom act = activators of NPC1 promoter; Huh7 NPC1 promoter luciferase reporter, 24 h; Potency, µM (doses to about 9.22 µM), inactives show top-dose activation, usual class: activators; hit rate 2.4% among 320,000;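 further: potency means the concentration at half of the fitted maximal effect; % of control where 0% means no effect; nearly all actives have a fitted effect of over 60% in size; reporter is driven by a mutant NPC1 promoter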
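Stably transfected Huh7 (NPC1 promoter→luciferase), 1500 cells/well in Opti-MEM + 10% FBS, 2 h settle, then compound 24 h at 37 °C. Luminescence after 10 min with Amplite reagent.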
VP16 counter = inhibits Gal4-VP16 luciferase reporter, ROR gamma counter-screen; AID 2546; hit rate 3.5% among 310,000; Drosophila S2 Gal4-VP16 UAS-luciferase, luminescence, 20 h; Potency, µM (doses to about 53.6 µM), for inactives: at the highest dose activity, negative = inhibition, usual class: inhibitors;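 further: Gal4-VP16 expression switched on by copper sulfate through the metallothionein promoter; potency means the concentration at half of the fitted maximal effect; on the % scale 0 is the no-effect control and ±100 the full control effect; nearly all actives have a fitted effect of over 50% in size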
RORgamma inh = ROR gamma (mouse) transcription inhibition; hit rate 5.4% among 310,000; Drosophila S2 Gal4-RORgamma UAS-luciferase reporter, 20 h; P51450; Potency, µM (series often up to 53.6 µM), without a hit: at the top dose activity change, negative = inhibition, actives largely listed as inhibitors; further: potency means the concentration at half of the fitted maximal effect; on the % scale 0 is the no-effect control and ±100 the full control effect; nearly all actives have a fitted effect of over 60% in size
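Luciferase reporter read in Schneider cells carrying Gal4-RORγ (mouse) and UAS-Photinus luciferase; cells given compound 1 h before 700 uM copper sulfate induction, then incubated 20 h at ambient temperature.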
p53 reactivator = re-activators of mutant p53; H1299 p53-A138V BP100-luciferase reporter, luminescence, 24 h; Potency, µM (highest dose often 92.2 µM), for the others: at the top dose activity change, positive = activation, most hits filed as activators; hit rate 0.063% among 320,000; further: potency means the concentration at half of the fitted maximal effect; % of control where 0% means no effect; nearly all actives have a fitted effect of over 45% in size
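H1299 (p53-null), stable ts p53-A138V + BP100-Luc; 1000 cells/well, Opti-MEM/10% FBS; cpd 4 pt, 1:5; 24 h, 37 deg C, 5% CO2; detection reagent 10 min RT; luminescence.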
FLuc modulator = firefly luciferase modulation, counter-screen for miR-21 project; P08659; purified FLuc, Km substrates, luminescence inhibition; Potency, µM (series often up to 57.5 µM), without a hit: top-dose activity change, negative = inhibition, most hits filed as inhibitors; hit rate 6.9% among 360,000; AID 588342;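 further: potency means the concentration at half of the fitted maximal effect; plate controls were vehicle for no effect and reference inhibitor for full effect; nearly all actives have a fitted effect of over 55% in size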
Target sequence (P08659 whole entry, looked up): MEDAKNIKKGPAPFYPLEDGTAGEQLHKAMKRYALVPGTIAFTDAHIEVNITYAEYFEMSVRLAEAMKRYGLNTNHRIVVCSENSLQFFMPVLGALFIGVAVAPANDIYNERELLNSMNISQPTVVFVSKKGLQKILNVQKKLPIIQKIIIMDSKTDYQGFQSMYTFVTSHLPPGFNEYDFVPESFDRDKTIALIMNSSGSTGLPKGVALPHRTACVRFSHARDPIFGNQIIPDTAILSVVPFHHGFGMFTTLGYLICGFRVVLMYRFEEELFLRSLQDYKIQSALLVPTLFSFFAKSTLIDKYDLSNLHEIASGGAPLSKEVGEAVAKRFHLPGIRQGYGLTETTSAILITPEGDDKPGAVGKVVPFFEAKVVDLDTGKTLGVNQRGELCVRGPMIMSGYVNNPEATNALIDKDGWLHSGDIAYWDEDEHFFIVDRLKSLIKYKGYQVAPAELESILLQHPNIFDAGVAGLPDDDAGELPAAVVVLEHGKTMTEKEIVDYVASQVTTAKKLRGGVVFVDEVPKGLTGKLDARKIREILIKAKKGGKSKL
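Purified P. pyralis luciferase (10nM final) with 10uM D-luciferin and 10uM ATP (Km levels) in 50mM Tris acetate pH 7.5, 10mM Mg acetate, 0.01% Tween-20, 0.05% BSA; qHTS 6-point titration, ~60 µM downward; luminescence read.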
TRPV1 ag = human TRPV1 agonism | Q8NER1 | TRPV1-expressing cells, Fluo-8 calcium influx, agonist mode | activation, % at 8.33 µM | hit rate 0.19% among 320,000; in the data active means activation above about 80%; inconclusive means between about 30% and that limit; further: 0% is about no effect
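Fluo-8 calcium influx in TRPV1-expressing cells, kinetic read (ex 480/em 520 nm). Compound added and read 3 min for agonist activity, followed by capsaicin at EC20 final and 2 min further read for enhancement.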
ELG1 repair inh = blocks ELG1-dependent DNA repair in HEK293T cells. HEK293T ELG1-luciferase reporter, luminescence, 16 h; DNA damage induced by 5-fluorouridine. Potency, µM (series often up to 46.1 µM), for the others: at the top dose activity change, negative = inhibition, actives largely listed as inhibitors. hit rate 2.3% among 330,000. AID 504467; further: potency means the concentration at half of the fitted maximal effect; on the % scale 0 is the no-effect control and ±100 the full control effect; nearly all actives have a fitted effect of over 55% in size
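DMSO vehicle served as the neutral condition. Each well held 2,000 cells given 5-fluorouridine plus compound; after 16 hr at 37 °C/5% CO2, ONE-Glo was added and luciferase measured 30 min later.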
Tb PFK block = T. brucei PFK enzyme inhibition; O15648; T. brucei PFK, ADP-Glo luminescence; Potency, µM (top dose mostly 57.5 µM), for the others: at the highest dose activity, negative = inhibition, hits mostly inhibitors; hit rate 0.17% among 330,000; AID 485367;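 further: potency means the concentration at half of the fitted maximal effect; 0% = uninhibited 1x PFK enzyme wells and -100% = no-enzyme wells; nearly all actives have a fitted effect of over 60% in size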
Target sequence (O15648 whole entry, looked up): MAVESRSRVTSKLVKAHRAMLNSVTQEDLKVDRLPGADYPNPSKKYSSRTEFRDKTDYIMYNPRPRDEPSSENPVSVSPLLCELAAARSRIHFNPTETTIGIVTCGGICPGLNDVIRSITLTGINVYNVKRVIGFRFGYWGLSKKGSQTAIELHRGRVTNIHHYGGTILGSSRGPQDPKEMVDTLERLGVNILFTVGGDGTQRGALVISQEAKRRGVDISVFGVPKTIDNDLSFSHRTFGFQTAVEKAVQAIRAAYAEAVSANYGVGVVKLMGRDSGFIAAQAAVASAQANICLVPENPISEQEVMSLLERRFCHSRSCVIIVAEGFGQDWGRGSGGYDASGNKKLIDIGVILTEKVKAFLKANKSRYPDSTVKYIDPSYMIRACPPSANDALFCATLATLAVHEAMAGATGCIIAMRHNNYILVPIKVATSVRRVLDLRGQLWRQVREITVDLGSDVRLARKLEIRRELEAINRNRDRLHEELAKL
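Activity is normalized to no-enzyme wells (full inhibition) and 1.25 nM enzyme wells (no inhibition). Reaction: 0.5 mM F6P, 0.1 mM ATP, 45 min RT, ADP-Glo luminescence; concentration-response curves fitted and classed by quality.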
BRCA1 expr act = activators of BRCA1 expression; MCF7-BRCA1-FFLuc reporter, luminescence, 48 h; response scale: scaled: vehicle 0%, 10 µM genistein 100%; Potency, µM (top dose mostly 46.1 µM), inactives show at the top dose activation, hits mostly activators; hit rate 1.1% among 380,000; AID 624202; further: potency means the concentration at half of the fitted maximal effect; nearly all actives have a fitted effect of over 80% in size; some results filed as inactive show a strong effect at the top dose
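48 h compound treatment of MCF7-BRCA1-FFLuc cells (phenol-red free MEM, 37 °C), then 15 min with luciferase substrate and luminescence imaging.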
Rab9 prom act = activators of Rab9 promoter. Huh7 Rab9 promoter-luciferase reporter, luminescence, 24 h. Potency, µM (top dose mostly 9.22 µM), inactives show at the highest dose activation, negative = inhibition, actives largely listed as activators. hit rate 2.8% among 320,000. AID 485297; further: potency means the concentration at half of the fitted maximal effect; % of control where 0% means no effect; nearly all actives have a fitted effect of over 60% in size
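Huh7 cells stably carrying a Rab9 promoter-luciferase reporter, 1500 cells per well in OP-MEM I with 10% FBS, treated with compound 24 hours at 37C. Luciferase activity read by luminescence after 10 minutes with Amplite reagent.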
ELG1 genotox = induces genotoxicity in HEK293T cells with luciferase-tagged ELG1; HEK293T ELG1-luciferase reporter, luminescence, 16 h; Potency, µM (series often up to 46 µM), for inactives: top-dose activity change, positive = activation, actives largely listed as activators; hit rate 1.3% among 330,000; AID 504466; further: potency means the concentration at half of the fitted maximal effect; % of control where 0% means no effect; nearly all actives have a fitted effect of over 60% in size
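Genotoxicity was scored as increased ELG1-luciferase reporter signal, measured by ONE-Glo luminescence (30 min, room temperature). Compound or vehicle exposure of the HEK293T reporter cells lasted 16 hr at 37°C.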
Starred values were filed as active, the others as inactive; ? = inconclusive; . = not tested or not shown; [ ] = dose if it differs, or a comment. Unless noted, the call rests on the fitted dose curve; in most records, active means well fitted curve in the direction sought with a large enough effect; inconclusive means small, poorly fitted or top-dose-only effect, or another doubt; inactive means no such curve, though single readings can be large; an effect the other way counts as inactive or inconclusive.

SMILES | NPC1 prom act | VP16 counter | RORgamma inh | p53 reactivator | FLuc modulator | TRPV1 ag | ELG1 repair inh | Tb PFK block | BRCA1 expr act | Rab9 prom act | ELG1 genotox
COc1ccc(CC(=O)N2CC(C)CC(C)C2)cc1OC (configuration not stated) | -2% | 4% | 8% | -2% | 13% | 1 | -13% | 4% | -4% | -2% | -3%
CCOc1ccccc1C(=O)NC1CC2CCCC(C1)N2C1CC1 (configuration not stated) | 1% | 0% | -21% | 0% | 0% | 5 | 0% | -3% | 0% | 7% | -2%
O=C1CC(C(=O)Nc2ncccn2)C(c2ccccc2)O1 (configuration not stated) | 4% | 0% | ? | -3% | 1% | 2 | 24% | -2% | 7% | -2% | 1%
CN(C(=O)C1CCCCC1)C1(C)CCS(=O)(=O)C1 (configuration not stated) | -2% | . | . | -1% | 0% | -3 | 11% | 0% | -14% | -1% | -1%
Cc1cccc(-n2ncc3c2CCCC3NC(=O)C2CCOCC2)c1C (configuration not stated) | -3% | ? | ? | -5% | -1% | 2 | ? | 1% | -28% | -21% | -9%
CC(Sc1cccc[n+]1[O-])C(=O)Nc1cc(Cl)c(Cl)cc1Cl (configuration not stated) | . | . | . | -4% | . | . | 10% | -14% | -2% | . | 6%
CCOc1ccc(Br)cc1C(=S)N1CCCC1 | -4% | 2% | -32% | -3% | 2% | 6 | ? | -8% | 0% | -4% | -3%
CNC(=S)NC1(C)CCS(=O)(=O)C1 (configuration not stated) | -1% | 0% | 8% | 3% | 0% | 3 | 16% | 1% | 39% | -3% | 0%
COc1ccc(N2CC(C(=O)Nc3nnc(SCc4cccnc4)s3)CC2=O)cc1 (configuration not stated) | -2% | 3% | 9% | 0% | -1% | 12 | 4% | 1% | -19% | 1% | 8%
COc1ccc(-n2cnc(N)c2C(=O)c2cccc([N+](=O)[O-])c2)cc1 | -8% | -19% | 11µM* | -5% | 2% | 3 | 16µM* | -1% | -21% | -5% | -13%
CC(NC(=O)C(=O)NN=C1CCCCCC1)c1ccccc1 (configuration not stated) | -3% | -1% | -8% | -3% | 1% | -1 | 11% | -1% | -30% | 3% | 2%
O=C(/C=C/c1ccccc1Cl)Nc1cccnc1 | 1.1µM* | -11% | -19% | . | 1.3µM* | -3 | ? | 0% | 4% | 1.8µM* | 4.1µM*
CCOc1ccc(-n2cnnn2)cc1S(=O)(=O)NCc1ccccc1 | -4% | 0% | 18% | 3% | -1% | 2 | 2% | -2% | 6% | 2% | 0%
CC(C)(C)c1csc(N(CCC#N)CCC#N)n1 | -4% | 2% | -11% | -2% | -2% | 9 | 4% | -3% | -1% | -10% | 1%
CC(=O)Nc1ccc(S(=O)(=O)Nc2cccc3[nH]ncc23)cc1 | -4% | -6% | 41% | -1% | -1% | 0 | ? | -3% | -30% | -6% | -1%
COc1ccc(OC)c(N(CC(=O)Nc2cccc(C(F)(F)F)c2)S(C)(=O)=O)c1 | -4% | 2% | 24% | -5% | 0% | 1 | -10% | -4% | -10% | -12% | -4%
Clc1ccc(C[n+]2cc(-c3ccccc3)n3c2CCC3)cc1 | -4% | -12% | ? | 1% | -1% | -1 | 2.9µM* | -26% | -61% | -9% | -15%
CCC(C)n1c(SCC(=O)NC2CCS(=O)(=O)C2)nc2ccccc2c1=O (configuration not stated) | -2% | . | . | 2% | 3% | 8 | 9% | -1% | -2% | -4% | 1%
Cc1cccc(C)c1NC(=O)Cn1cnc2c(=O)n(C)c(=O)n(C)c21 | -2% | -1% | -19% | 2% | 2% | 1 | -13% | 0% | -10% | -10% | -2%
COc1ccccc1N/C(=N/S(=O)(=O)c1ccc(C)cc1)c1ccc(Cl)cc1 | 0% | -13% | ? | -3% | -2% | 21 | 2% | 1% | -20% | 0% | -2%
O=C(O)C1C2C=CC(C2)C1C(=O)NCCc1ccccc1 (configuration not stated) | 1% | 12% | 0% | ? | -2% | 2 | ? | -2% | 13% | -1% | ?
COc1ccc(CNC(=O)CC2C[C@H](C(=O)N(C(C)C)C(C)C)[C@@]3(C)c4[nH]c5ccccc5c4CCN3C2=O)cc1OC (some centres not stated) | . | . | . | -6% | . | . | -16% | -2% | 1% | . | -2%
CC(=O)c1ccc(OC(=O)c2ccc(-n3nc(C)cc3C)cc2)cc1 | 0% | -6% | -11% | 3% | -5% | -4 | -9% | -4% | 12% | -3% | 0%
Cc1cccc(NCC(=O)N/N=C\c2c[nH]c3ccccc23)c1 | -29% | -5% | -8% | 0% | -18% | 2 | -5% | -3% | -44% | -5% | -22%
COCCn1c(SCC(N)=O)nc2c(c1=O)SC(C)C2 (configuration not stated) | -2% | 0% | -7% | ? | 2% | 2 | 9% | -2% | 0% | -3% | 3%
CC(=O)Nc1ccc2c(c1)nc(CCN1CCN(C)CC1)n2C | 2% | -4% | -17%[10 µM] | -5% | 0% | 1 | 7% | 0% | 15% | -5% | -3%
CC1CC(C)CN(CCCNC(=O)c2csc3c2CCCC3)C1 (configuration not stated) | 0% | -2% | -15% | 2% | 8% | 3 | 1% | 1% | 7% | -2% | -3%
O=C(c1cccs1)N1CCC(c2nc3ccccc3s2)CC1 | -3% | ? | ? | 2% | -8% | -4 | ? | 6% | -27% | 1% | -9%
Cc1ccc(Oc2nnc(-c3cccs3)c3ccccc23)cc1C | -4% | ? | -1% | -8% | -20% | 2 | -6% | 2% | -51% | -2% | 2%
Cc1ccc(OCc2ccc(-c3ccccc3)cc2)c([N+](=O)[O-])n1 | 18% | -28% | ? | 10% | ? | 2 | 10% | 0% | 43% | 21% | 27%
C(#Cc1ccccc1)C[N+]1(CC#Cc2cccc3ccccc23)CCOCC1 | -5% | -23% | ? | -1% | -2% | 3 | -5% | 1% | -5% | 0% | -12%
Cc1ccc(NC(=S)N2CCC(NC(=O)c3ccco3)CC2)cc1C | 2% | 16% | -20% | -1% | -3% | -1 | -1% | 1% | -8% | -6% | 0%
CCc1nnc(NC(=O)C(CC)c2ccccc2)s1 (configuration not stated) | 2% | -1% | 2% | 1% | 5% | 1 | -22% | -1% | -11% | 2% | -2%
CC1C(=O)N2CCCc3cc(NC(=O)C(=O)NCc4ccc5c(c4)OCO5)cc1c32 (configuration not stated) | 2% | . | . | 22% | 2% | -2 | 18% | -1% | -29% | -1% | 15%
c1ccc(-n2ncc3c2ncn2c(C4CCCCC4)nnc32)cc1 | 4µM* | 12% | 8% | 45% | -20% | -3 | ? | -1% | . | 4µM* | 11%
COC(C[C@H]1O[C@H]1[C@H](O)[C@H](C)OCc1ccccc1)OC | -5% | 9% | -1% | -1% | 1% | 2 | 13% | -3% | 10% | -4% | 4%
Cc1ccc(CNC(=O)CCCC(=O)O)cc1 | 1% | -1% | 1% | -3% | 0% | 3 | -4% | 1% | 2% | -14% | -5%
CCc1cccc(CC)c1NC(=O)CN1CCN(S(=O)(=O)c2ccccc2)CC1 | 4% | . | . | . | 0% | 2 | -20% | 0% | -22% | 5% | -2%
CC(=O)NCCCc1nc2ccccc2n1Cc1ccccc1F | -2% | -2% | 17% | -3% | -3% | ? | 20% | -1% | -17% | -2% | 1%
N/C(COc1ccc(C(=O)O)cc1)=N\O | -1% | -2% | 0% | 10% | 2% | -1 | 27% | -3% | -21% | 5% | -1%

Rab9 prom act, what is marked active above
molecule,NPC1 prom act,RORgamma inh,p53 reactivator,TRPV1 ag,BRCA1 expr act,Rab9 prom act
O=C(/C=C/c1ccccc1Cl)Nc1cccnc1,1.1µM*,-19%,.,-3,4%,1.8µM*
c1ccc(-n2ncc3c2ncn2c(C4CCCCC4)nnc32)cc1,4µM*,8%,45%,-3,.,4µM*

Further compounds.
SMILES | NPC1 prom act | VP16 counter | RORgamma inh | p53 reactivator | FLuc modulator | TRPV1 ag | ELG1 repair inh | Tb PFK block | BRCA1 expr act | Rab9 prom act | ELG1 genotox
Cc1c(O)cc2c(c1O)C(=O)CC(c1ccccc1)O2 (configuration not stated) | 1% | -8% | 1% | 3% | -19% | -1 | 4% | 2% | ? | -2% | 3%
CN(C(=O)COC(=O)c1ccc(C(C)(C)C)cc1)C1CCS(=O)(=O)C1 (configuration not stated) | 1% | . | . | 1% | -10% | 3 | 2% | 6% | -14% | -4% | 2%
Cn1c(Cn2c(=O)sc3ccccc32)nnc1SCC(=O)NC1CCCCC1 | -1% | -15% | -26% | 0% | 3% | 1 | 2% | -5% | -3% | -1% | 3%
CCOC(=O)N1CCC(NC(=O)C2=CCN(S(=O)(=O)c3ccc(F)cc3)CC2)CC1 | -4% | 2% | 6% | 4% | -2% | -3 | -1% | 2% | -15% | -1% | -3%

Screening results deposited in PubChem by National Center for Advancing Translational Sciences (NCATS).

The order is random. About 15% of those tested had a hit in this group.
